# High-throughput results from PubChem.
# ARNT TACC3 PPI = disrupts binding between human ARNT and TACC3 | Q9Y6A5 | AlphaScreen His-ARNT PAS-B/GST-TACC3 binding, luminescence; TACC3 fragment carries E629A point mutation | inhibition, % at 9.99 µM | 390,000 tested, 0.66% active;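 active = mean inhibition of replicates at least 50% and at least half of replicates each reaching 50%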;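 also: 0% = complete ARNT plus TACC3 wells and 100% = ARNT alone without TACC3; many hits fall short of the cut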
# esBAF inh = blocks esBAF chromatin remodeling in mouse ES cells | Bmi1-luciferase knock-in reporter, 24 h; 100% = twice the neutral-well signal | 350,000 tested, 2% active | reporter increase, % at 12.5 µM; in the data active = activation above about 40%;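 also: 0% = median of the plate's neutral control wells and 100% = double that signal; a rise in the Bmi1 reporter signal indicates esBAF inhibition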
# Casp6 inh = blocks human caspase-6 cleavage activity; 350,000 tested, 0.53% active; P55212; AID 686996; purified caspase-6, Z-VEID-R110 cleavage fluorescence; inhibition, % at 12.5 µM;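 active = mean inhibition across replicates at least about 35%, with every replicate also reaching that limit, limit read from the data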;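 also: 0% = median of neutral control wells and 100% = no fluorescence left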
# Target sequence (P55212 24-179 limits assumed): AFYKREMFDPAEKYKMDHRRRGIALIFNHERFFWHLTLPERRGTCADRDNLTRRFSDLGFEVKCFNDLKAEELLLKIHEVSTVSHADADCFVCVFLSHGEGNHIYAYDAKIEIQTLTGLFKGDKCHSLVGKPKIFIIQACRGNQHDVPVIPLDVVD
# Target sequence (P55212 194-293 limits assumed): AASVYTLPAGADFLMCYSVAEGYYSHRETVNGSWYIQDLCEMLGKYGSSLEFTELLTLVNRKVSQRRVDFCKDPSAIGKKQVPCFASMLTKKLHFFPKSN
# E-selectin induc = induces E-selectin expression in human endothelial cells. 260,000 tested, 0.37% active. activation, % at 7.58 µM. P16581. HUVEC E-selectin immunofluorescence imaging; normalized: neutral wells 0, TNF-alpha wells 100;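 active = mean E-selectin-positive cell signal at least 10% of the positive control, reached in at least 60% of replicates, without over 20% cell loss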;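 also: in these data hits start at about 27%; measured in HUVEC primary endothelial cells; signal is the percent of cells scored E-selectin positive by PE staining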
#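 Test system: HUVEC; input: 3,000 HUVEC/well; measured by: immunofluorescence imaging; read-out: % PE-positive cells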
# RAD54 inh = inhibitors of human RAD54 branch migration; Q92698; RAD54 Holliday junction branch migration, FAM/BHQ fluorescence; inhibition, % at 10.4 µM; 360,000 tested, 0.14% active; AID 602329;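 active = mean normalized replicate activity at least 40 and at least half of replicates scoring 40 or more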;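 also: 0% = median of neutral control wells and 100% = median of positive control wells; inhibitors cause a drop in the FAM fluorescence signal; in these data hits start at about 50%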
# Target sequence (Q92698 whole entry, looked up): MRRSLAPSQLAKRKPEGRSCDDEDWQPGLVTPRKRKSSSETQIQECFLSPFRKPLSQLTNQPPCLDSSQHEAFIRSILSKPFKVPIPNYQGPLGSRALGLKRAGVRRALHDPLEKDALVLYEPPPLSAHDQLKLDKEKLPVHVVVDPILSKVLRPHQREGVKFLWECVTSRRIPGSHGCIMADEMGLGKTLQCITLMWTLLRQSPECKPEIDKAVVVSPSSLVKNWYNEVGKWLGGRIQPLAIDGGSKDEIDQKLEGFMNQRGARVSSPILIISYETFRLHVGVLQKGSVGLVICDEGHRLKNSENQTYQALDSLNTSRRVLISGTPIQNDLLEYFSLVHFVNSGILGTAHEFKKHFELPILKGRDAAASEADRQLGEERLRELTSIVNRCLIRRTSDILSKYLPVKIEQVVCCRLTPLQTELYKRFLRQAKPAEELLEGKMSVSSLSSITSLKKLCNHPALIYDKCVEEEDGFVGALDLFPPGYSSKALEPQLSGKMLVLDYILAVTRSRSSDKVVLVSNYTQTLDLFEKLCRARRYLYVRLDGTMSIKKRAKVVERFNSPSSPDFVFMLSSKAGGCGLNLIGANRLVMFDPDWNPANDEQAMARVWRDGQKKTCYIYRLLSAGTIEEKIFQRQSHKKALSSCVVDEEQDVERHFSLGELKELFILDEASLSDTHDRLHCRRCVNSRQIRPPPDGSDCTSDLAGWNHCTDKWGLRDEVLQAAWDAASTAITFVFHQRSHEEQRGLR
# RAD52 anneal inh = RAD52 (human) annealing inhibition; P43351; recombinant RAD52 DNA annealing, FRET fluorescence; inhibition, % at 18.7 µM; 360,000 tested, 0.46% active; AID 651710;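 active = every replicate showing at least 50% inhibition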
# PglD DTNB = inhibitors of Campylobacter jejuni PglD acetyltransferase; 360,000 tested, 0.098% active; purified PglD enzyme, DTNB colorimetric CoA detection; inhibition, % at 12.5 µM; in the data active = inhibition above about 16%, passing the limit was not always enough; also: strong numbers were not always called active
# ERp5 block = inhibitors of human ERp5 | ERp5 insulin aggregation, absorbance 650 nm, 90 min | inhibition, % at 9.99 µM | 350,000 tested, 0.05% active | AID 651711;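 active = mean replicate inhibition above about 25%, with every replicate also reaching it, limit read from the data, passing the limit was not always enough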
# * hit, by the source's call; · = no result given; & = joins results of further samples.
# Every second line gives: ARNT TACC3 PPI	esBAF inh	Casp6 inh	E-selectin induc	RAD54 inh	RAD52 anneal inh	PglD DTNB	ERp5 block
> Cc1ccc(CNC(=O)Nc2nnc([C@H]3C[C@H](O)[C@@H](CO)O3)s2)cc1
  ·	-6	0	-0.5	2	-7	0	5
> Cc1cc(C)c(C#N)c(N2CCSCC2)n1
  1	-8	·	·	-4	·	-1	·
> CC(=O)c1ccc(NC(=O)c2cc(S(=O)(=O)N3CCOCC3)ccc2C)cc1
  -6	2	-1	-0.3	-6	-2	1	8
> C[C@H](CO)N1C[C@H](C)[C@H](CN(C)C(=O)Nc2ccc(C(F)(F)F)cc2)Oc2c(NC(=O)Nc3ccc(F)cc3)cccc2C1=O
  -6	-1	-1	22	-2	6	2	2
> Cc1ccc(C)c(C(=O)CCC(=O)NCc2ccc(Cl)cc2)c1
  7	-4	2	-0.1	11	-32	7	0
> COCCNC(=O)/C(C#N)=C\c1ccc(CNS(=O)(=O)c2ccccc2)o1
  ·	·	0	-0.2	·	-10	·	1
> C[C@@H]1CN([C@H](C)CO)C(=O)c2cc(NC(=O)Nc3ccccc3)ccc2O[C@@H](C)CCCCO[C@@H]1CN(C)S(=O)(=O)c1ccccc1
  -2	0	-2	·	-2	-29	-3	-3
> O=S(=O)(c1ccc(Cl)s1)N1CCNCC1
  -10	2	-3	-0.1	5	-10	-3	3
> Cc1cc(C(=O)NNc2c(Cl)cccc2Cl)n(C(C)(C)C)n1
  -4	-2	-1	·	·	-3	·	2
> CNC(=S)NNC(=O)CSCc1c(Cl)cccc1Cl
  5	·	2	0.3	0	-11	-5	4
> CCNC(=O)[C@H]1[C@H](CO)[C@H]2Cn3c(ccc(-c4cccc(F)c4)c3=O)[C@H]2N1Cc1cc(F)ccc1F
  -2	-3	·	-0.8	-1	-16	-2	-2
> Cc1ccc(S(=O)(=O)N2CCOCC2)cc1NC(=O)COC(=O)CCC(=O)c1cccs1
  -7	-8	·	·	2	·	2	·
> COc1ccc(C(=O)NNC(=O)Cc2ccc(Cl)cc2)cc1
  -5	·	0	-2.0	·	-8	·	-1
> Oc1c(Cl)cc(Cl)cc1/C=C/c1ccc2cccc(O)c2n1
  -3	·	-2	·	·	-16	·	2
> CCOc1ccc(OCCC(=O)N(CC(=O)Nc2ccccc2C(F)(F)F)Cc2ccco2)cc1
  -5	·	8	-0.1	·	-26	·	1
> CC1(C)CC(=O)C2=C(C1)OC1=C(C(=O)CC(C)(C)C1)C2c1ccccc1Cl
  ·	·	-2	-0.1	12	-21	-2	6
> COc1ccccc1NC(=S)N(Cc1ccco1)Cc1cc2cc(C)cc(C)c2[nH]c1=O
  5	2	0	-0.2	-6	-11	2	1
> Cc1cc(C)c(S(=O)(=O)NCCCn2ccnc2)cc1C
  3	-3	-16	0.2	-2	-5	0	2
> CC(C)NC(=O)N(C)C[C@@H]1OCc2cn(nn2)CCCC(=O)N([C@@H](C)CO)C[C@H]1C
  -13	0	0&10	0.0	-15	18&-4	-4	2&5
> Cc1sc2ncnc(SCC(=O)N3CCCC3=O)c2c1C
  -8	-9	·	·	-3	·	1	·

# Results in ERp5 block, for four of the compounds above:
canonical_smiles | ERp5 block
CCOc1ccc(OCCC(=O)N(CC(=O)Nc2ccccc2C(F)(F)F)Cc2ccco2)cc1 | 1
CC1(C)CC(=O)C2=C(C1)OC1=C(C(=O)CC(C)(C)C1)C2c1ccccc1Cl | 6
COc1ccccc1NC(=S)N(Cc1ccco1)Cc1cc2cc(C)cc(C)c2[nH]c1=O | 1
Cc1cc(C)c(S(=O)(=O)NCCCn2ccnc2)cc1C | 2

# Following part:
# Every second line gives: ARNT TACC3 PPI	esBAF inh	Casp6 inh	E-selectin induc	RAD54 inh	RAD52 anneal inh	PglD DTNB	ERp5 block
> CCOc1ccccc1N(CC(=O)NCC1CCCO1)C(=O)CCC(=O)Nc1cc(C)on1 (centres undefined)
  -3	-3	-2	0.0	-17	-3	-6	1
> O=C(COc1ccc(Cl)cc1Cl)OCC(=O)c1ccc[nH]1
  ·	-6	3	-0.4	-3	-21	-1	2
> O=C(C[C@H]1C[C@@H]2c3cc(NC(=O)c4cccnc4)ccc3O[C@@H]2[C@H](CO)O1)NCC1CC1
  1	0	-1	0.2	4	-14	-1	4
> CC(C)CC#Cc1cnc2c(c1)C(=O)N([C@H](C)CO)C[C@H](C)[C@H](CN(C)C(=O)c1ccccc1F)O2
  29	-1	1	0.0	-6	12	2	0
> O=C(OC1CCOC1=O)c1cncc(Br)c1 (centres undefined)
  2	6	·	·	12	·	3	·
> Cc1ccc(Cl)cc1N1CCN(C(=O)CCS(=O)(=O)c2ccc3c(c2)NC(=O)CO3)CC1
  -1	-1	3	·	22	-5	0	0
> Cc1nc(C(=O)N(C)C)nn1-c1ccc(Cl)cc1Cl
  0	-7	·	-1.1	4	·	·	·
> CCc1ccc(NC(=O)Cn2cccc2)cc1
  3	18	-2	·	·	-21	·	1
> CC(C)(C)CC(=O)Nc1cc2c3c(c1)CCC(=O)N3CCC2
  0	-1	-1	-1.3	-8	-9	6	4
> C[C@@H]1CN([C@@H](C)CO)C(=O)c2cc(NC(=O)Nc3ccc(C(F)(F)F)cc3)ccc2O[C@@H](C)CCCCO[C@H]1CN(C)Cc1ccc(Cl)c(Cl)c1
  -8	3	-3	0.7	-9	-10	3	4
> O=C(COC(=O)Cc1ccccc1F)NCCNC(=O)COC(=O)Cc1ccccc1F
  3	·	-3	·	-6	-7	1	-1
> Cc1nnc(SCC(=O)Nc2sccc2C#N)s1
  1	1	-3	0.6	-15	-11	-2	0
> C=CCN(CC=C)S(=O)(=O)c1ccc(NC(=S)NC(=O)/C=C/c2ccccc2)cc1
  -11	-1	·	·	6	·	-4	·
> C[C@@H]1CN([C@@H](C)CO)C(=O)c2cc(NC(=O)NC3CCCCC3)ccc2O[C@@H](C)CCCCO[C@H]1CN(C)CC1CCCCC1
  -4	-1	·	0.0	5	·	-3	·
> CCOC(=O)/C(=N/Nc1ccccc1)c1csc(Nc2ccccc2)n1
  -6	2	·	·	-1	·	-4	·
> NC(=O)C1CCN(c2ncnc3c2c(-c2ccccc2)cn3-c2ccccc2)CC1
  9	4	0	0.2	1	-6	-4	4
> CCc1ccc(/C=C2\SC(N3CCCC3)=NC2=O)cc1
  -1	·	1	-1.0	·	4	·	1
> C[C@@H]1CN([C@H](C)CO)C(=O)c2cc(NC(=O)Nc3ccc4c(c3)OCO4)ccc2O[C@H]1CN(C)C(=O)NC1CCCCC1
  -5	6	0	0.1	2	6	-2	-6
> COc1ccc(S(=O)(=O)N2CC[C@H]3[C@H](CO)Nc4ccc(-c5ccccc5F)cc4[C@H]32)cc1
  -17	1	·	0.3	6	·	0	·
> CN1C[C@H](O)COC[C@H]2O[C@H](CC(=O)NC3CCC3)CC[C@@H]21
  -1	-2	·	0.1	3	·	-1	·
> O=C(O)CN1C(=O)/C(=C\c2ccccc2OCc2ccc(Cl)cc2)SC1=S
  -4	·	13	·	·	-18	·	-8
> COc1ccc(CN(C)C[C@@H]2Oc3ccc(NC(=O)Nc4c(C)noc4C)cc3C(=O)N([C@H](C)CO)C[C@@H]2C)cc1
  -1	-2	-2	-6.8	-10	-3	5	1
> CC(C)C(=O)Nc1ccc2c(c1)C(=O)N(C)[C@@H]1CC[C@@H](CC(=O)NCc3ccc(F)cc3)O[C@@H]1CO2
  -11	-2	-2	0.1	-3	18	17	-1
> O=C(NCc1ccccn1)Nc1cccc([N+](=O)[O-])c1
  -1	-5	-1	·	-9	-6	-1	0
> O=C(O)CCCNS(=O)(=O)Cc1ccccc1
  5	-4	0	·	-11	-6	2	0
> COc1ccc(N(C(=O)CNC(=O)c2cccs2)C(C(=O)NC2CCCC2)c2cccnc2)cc1 (centres undefined)
  -4	-3	-2	2.3	-3	-6	5	5
> O=C(COC(=O)c1cccc(O)c1)NCc1ccc2c(c1)OCO2
  2	·	-1	0.8	9	-6	0	6
> CC(CN1CCOCC1)OC(=O)COc1ccc(F)cc1 (centres undefined)
  18	-12	·	·	9	·	-1	·
> C[C@H]1CN([C@@H](C)CO)C(=O)c2ccccc2-c2ccccc2CO[C@@H]1CN(C)C(=O)[C@H]1CCCN1C
  23	-4	-2	0.3	0	-21	3	-10
> CCn1c(CSCc2ccc(F)cc2)nnc1SCC(=O)N1CCN(c2ccccc2)CC1
  -7	-9	·	·	-2	·	-3	·
> CC(C)c1cn(CC[C@@H]2CC[C@H](NC(=O)c3cccc(F)c3)[C@H](CO)O2)nn1
  26	-2	0	0.6	-7	-7	0	2
> O=C(NC(c1ccccc1)c1cnccn1)C1CCN(CCOc2ccc(Cl)cc2Cl)CC1 (centres undefined)
  ·	-2	-6	-0.2	4	-44	4	9
> CC(C)CC(C(=O)NC(C)(C)C)N(CC1CCCO1)C(=O)c1snc(C(N)=O)c1N (centres undefined)
  -1	2	-4	22	·	-7	·	5
> CCOC(=O)C1=C(C)NC(=O)NC1c1c(OCC(=O)N2CCCCC2)ccc2ccccc12 (centres undefined)
  -3	11	·	·	-2	·	2	·
> CCOC(=O)N1CCN(C(=O)CCC(=O)N2CCOc3ccc(C)cc32)CC1
  1	-9	·	·	-1	·	8	·
> C=CCc1ccccc1OCC(O)CNC (centres undefined)
  -7	-4	·	·	9	·	-7	·
> CS(=O)(=O)N(CC(=O)NCc1ccco1)c1cccc([N+](=O)[O-])c1
  -5	-4	3	·	-5	-10	-5	-1
> CCCNC(=O)C[C@H]1CC[C@@H]2[C@H](COC[C@H](O)CN2C(=O)c2cc(Cl)cc(Cl)c2)O1
  -5	4	-1	0.0	6	3	2	0
> CC1(C(=O)NS(=O)(=O)c2ccc(Cl)s2)CCN1C(=O)C1(c2ccc(Cl)cc2)CC1 (centres undefined)
  ·	-8	-1	0.5	-6	-11	-4	-1
> CCOc1ccc(N(C(=O)c2snc(C(N)=O)c2N)C(C(=O)NCC2CCCO2)c2ccc(C)o2)cc1 (centres undefined)
  -2	7	6	·	-8	-17	-1	2
> CCOc1ccc2nc(NC(=O)c3ccco3)sc2c1
  30	-36	3	·	-11	1	2	-2
> COc1ccc(-c2cc(C(=O)NCC3CCCO3)c3cc(C(C)C)ccc3n2)cc1 (centres undefined)
  -6	-5	5	·	14	-5	-1	3
> N#CCCN1CCC(NC(=O)OCc2ccccc2)CCC1=O (centres undefined)
  12	0	-2	·	0	-2	4	1
> CC(C)NC(=O)[C@@H]1C[C@@]1(C)[C@@H](NC(=O)OCc1ccccc1)c1ccccc1
  1	·	3	-0.1	0	-9	1	4
> COc1ccc(-c2c(C(=O)O)c(-c3ccccc3)cn2C)cc1
  -5	15	0	0.3	7	-9	-1	1
> COc1ccc(/C=N/NC(=O)CNC(=O)/C=C/c2ccco2)cc1OC
  -9	-6	1	·	7	-8	3	-2
> Cc1cc(C)c(NC(=O)c2ccc3c(c2)CCN3S(C)(=O)=O)c(C)c1
  -4	-3	-2	25	4	-11	-1	5
> CC(=O)N(CCCN(C)C)Cc1ccccn1
  -3	·	-1	0.3	·	-10	·	6
> CCCCCC(=O)N1C[C@@H](n2cc(-c3ccc(F)cc3)nn2)[C@H](O)C[C@@H]1c1ccccc1
  ·	4	2	0.1	-7	-2	-3	8
> Cc1ccc(S(=O)(=O)N(C)Cc2ccc(-c3nnco3)cc2)cc1
  1	2	·	·	-7	·	2	·
> COc1ccc(-c2cc3cc(OC)c(OC)cc3cn2)cc1
  1	68*	2	0.1	17	0	-5	10
